CSM14.1 death rescue – rescue of cells from ER stress-induced death, primary screen, 384-well, CSM14.1, thapsigargin, ATP luminescence (AID 1222); 190,000 tested, under 10 active; CSM14.1 thapsigargin-induced death rescue, ATP luminescence; higher % means a stronger effect; cellular ATP content (survival), % at 20 µM; hits with a dose series show EC50 in µM;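 active means EC50 below 50 µM in the dose-response confirmation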;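 further: death triggered by thapsigargin at about 15 µM added after 2 h compound pretreatment; cell ATP read after overnight thapsigargin exposure of roughly 18 to 22 hours; normalized against plate controls of thapsigargin alone and 5% DMSO vehicle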
LYP phosphatase – PTPN22 lymphoid phosphatase activity blockers – biochemical, fluorescence intensity, uHTS (AID 1779) | recombinant LYP phosphatase, fluorescence intensity; higher % means a stronger effect | one-dose inhibition, % at 11.5 µM; IC50 in µM for titrated hits | actives 0.054% (n = 290,000);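 further: plate controls were vehicle with enzyme for no effect and no enzyme for full effect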
TNAP activation fold – stimulation of alkaline phosphatase TNAP activity – biochemical, luminescent, no phosphate acceptor, uHTS, primary screen (AID 1001). purified TNAP, luminescent activation assay, no phosphate acceptor; higher activation fold means a stronger effect. activation fold at 20 µM; hits with a dose series show EC50 in µM. actives 0.03% (n = 200,000); in the data active means activation fold from about 3, or a potency from the dose series; inactive means the rest, 99 in 100 with activation fold below about 1.6; further: many of its hits are not listed in these tables
human PMI inhibitors – human PMI inhibitors, high substrate, primary screen, biochemical, fluorescence intensity, high mannose 6-phosphate (AID 1220). one-dose inhibition, % at 20 µM; IC50 in µM for titrated hits. actives 0.66% (n = 190,000). recombinant PMI enzyme, coupled fluorescence intensity; higher % means a stronger effect
P. falciparum M17LAP – P. falciparum M17LAP inhibitors, primary screen, biochemical, fluorogenic H-Leu-NHMec substrate, 1536-well (AID 1619); recombinant M17LAP, H-Leu-NHMec fluorogenic kinetic assay; higher % means a stronger effect; one-dose inhibition, % at 30 µM; IC50 in µM for titrated hits; actives 0.38% (n = 220,000);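 active means compound inhibiting the enzyme by more than half at any dose during confirmatory dose-response retesting; inconclusive means strong single-dose inhibitors picked by rank but not retested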;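 further: plate controls were full reaction with DMSO carrier for no effect and no enzyme background for full effect; strong numbers were not always called active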
human PMI inhibition – inhibitors of human PMI, primary screen, biochemical, fluorescence intensity, coupled assay (AID 1209) | one-dose inhibition, % at 20 µM; IC50 in µM for titrated hits | purified PMI enzyme, coupled fluorescence intensity; higher % means a stronger effect | actives 0.42% (n = 190,000);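 further: plate controls were DMSO vehicle for no effect and wells lacking substrate for full effect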
XIAP displacement – small molecules displacing peptide from XIAP – biochemical, IAP family, fluorescence polarization (AID 1018); XIAP BIR domain, fluorescence polarization peptide displacement; higher % means a stronger effect; actives 0.007% (n = 200,000); displacement, % at 20 µM, or IC50 in µM where a hit was titrated; in the data active means displacement above about 50%; further: a part of the inactive calls stands beside numbers as strong as those of hits
Myeloid diff 2 – myeloid differentiation induction | actives 1% (n = 360,000) | ER-HoxA9 myeloid progenitors, lysozyme-GFP differentiation, flow cytometry | calls only at 10 µM;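 active means normalized GFP-positive differentiation at or above the plate's own cutoff, the solvent-only control mean plus 3 SD; inconclusive means no clear call, values can overlap the other calls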;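 further: cells exposed to compound for four days before flow analysis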
M1AAP inhibition – P. falciparum M1AAP inhibitors, biochemical, fluorogenic H-Leu-NHMec substrate, 1536-well (AID 1445); recombinant M1AAP, H-Leu-NHMec fluorogenic kinetic assay; higher % means a stronger effect; inhibition, % at 30 µM; hits with a dose series show IC50 in µM; actives 0.42% (n = 220,000);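 active means primary inhibition above the hit cutoff, then over 50% inhibition at one or more dose response concentrations, cut at about 23% in these data, passing the limit was not always enough; inconclusive means conflicting primary data, or primary hits not chosen for dose response; inactive means low primary inhibition, or under 50% at every dose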;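 further: plate controls were DMSO full reaction for no effect and no enzyme background for full effect; strong numbers were not always called active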
Myeloid diff 2 GFP+ MAC1+ % – further read-out of Myeloid diff 2, marked with its call; GFP+ MAC1+ double positive, %; measured here: differentiation confirmed by MAC1 staining
* = called active by the depositor; i = inactive; ? = inconclusive; · = not tested or not shown; + = active, no number. Unless noted, no stated cut-off is given here; in the data, active means inhibition above about 50%; inactive means the rest.

A first look (2 entries):
SMILES | CSM14.1 death rescue | LYP phosphatase | TNAP activation fold | human PMI inhibitors | P. falciparum M17LAP | human PMI inhibition | XIAP displacement | Myeloid diff 2 | Myeloid diff 2 GFP+ MAC1+ % | M1AAP inhibition
Cc1cc(SCC(=O)NCCN2C(=O)CSC2=O)nc2ccccc12 | -1.5% | -8% | 1.2 | -18% | 8% | -15% | -2.0% | i | 0.1 | 0%
O=C(NC1CCN(Cc2ccccc2)CC1)c1cncc(Br)c1 | -8.3% | -7% | 1 | 3% | 8% | 0% | -7.3% | i | 0.2 | -7%

The list itself, previewed entries included:
SMILES | CSM14.1 death rescue | LYP phosphatase | TNAP activation fold | human PMI inhibitors | P. falciparum M17LAP | human PMI inhibition | XIAP displacement | Myeloid diff 2 | Myeloid diff 2 GFP+ MAC1+ % | M1AAP inhibition
Cc1cc(SCC(=O)NCCN2C(=O)CSC2=O)nc2ccccc12 | -1.5% | -8% | 1.2 | -18% | 8% | -15% | -2.0% | i | 0.1 | 0%
O=C(NC1CCN(Cc2ccccc2)CC1)c1cncc(Br)c1 | -8.3% | -7% | 1 | 3% | 8% | 0% | -7.3% | i | 0.2 | -7%
CN(C)c1ncc(/C=C2/C(=O)NC(=S)N(C3CCCCC3)C2=O)cn1 | 0.3% | 2% | 0.6 | -105% | 10% | -67% | -1.9% | · | · | 14%
Cc1nc(Nc2ccccc2)sc1C | -1.6% | -3% | 1 | 7% | -2% | 8% | 0.8% | i | 0.9 | 6%
O=C(CSC1=NCCN1)C1COc2ccccc2O1 (stereo not drawn) | -1.7% | 10% | 1.1 | -6% | 6% | -16% | -3.4% | i | 2.2 | 2%
COC(=O)N1CC=CC1(C)C(=O)NCc1cc(F)cc(C(F)(F)F)c1 (stereo not drawn) | -4.4% | -4% | 1.1 | -10% | -7% | -12% | -4.3% | i | 2.0 | 1%
COc1ccc(OC)c(Nc2ncnc3ccccc23)c1 | 4.4% | 2% | 1 | 7% | -1% | 13% | -12% | i | 0.6 | 1%
CN(C)c1ccc(CNCCC2CCOC(C)(C)C2)cc1 (stereo not drawn) | -1.6% | -9% | 1.1 | 4% | 5% | 16% | -11% | · | · | -3%
Cc1cc(C)n(-c2nc3ccccc3c(=O)n2OCc2ccc(Cl)cc2)n1 | -0.8% | -3% | 1.1 | 0% | -13% | 2% | -2.1% | i | 3.3 | 3%
CCOC(=O)c1c(NC(=O)CSc2nc3ccccc3c(=O)n2-c2ccccc2)sc(C(C)=O)c1C | -0.9% | -8% | 1 | -16% | -1% | -15% | -6.5% | i | 0.2 | 5%
CC(=O)Nc1coc2ccc(Br)cc12 | 2.6% | 0% | 1.1 | -2% | 9% | -7% | -4.4% | i | 0.6 | 7%
CCOC(=O)c1cnc2nc(SC)nn2c1N | -1.5% | -2% | 1.1 | -11% | -6% | -10% | -0.9% | i | 0.4 | 2%
Cc1ccc(NC(=O)Cn2c(O)c(N=NC(N)=O)c3ccccc32)cc1 | · | -4% | · | · | 2% | · | · | i | 1.0 | 1%
CCCOc1ccc(NC(=O)C(=O)NCCCn2ccnc2)cc1 | -1.6% | 2% | 1 | 3% | 0% | 1% | -11% | i | 0.7 | 3%
O=C(CCNc1cccc(C(F)(F)F)c1)c1ccco1 | -2.2% | -6% | 1 | 7% | 2% | 17% | -1.2% | i | 2.5 | 1%
O=S(=O)(c1ccc(-c2csc(=Nc3ccccc3)n2CCCN2CCOCC2)cc1)N1CCOCC1 | 6.7% | -4% | 1.1 | 2% | -10% | -1% | -0.8% | i | 0.9 | 14%
C/C(=N\NC(=O)c1c(Cl)cnn1C)c1cccc(NC(=O)COc2ccccc2)c1 | -1.8% | 10% | 1.1 | 11% | -6% | 13% | 0.2% | i | 1.2 | 11%
Cc1cccc(OCC(=O)N/N=C\c2cn(C)c3ccccc23)c1 | 0.2% | 0% | 1.1 | -1% | 25% | 5% | -0.1% | i | 0.1 | 7%
CO/N=C\CC(=O)Nc1ccc(F)cc1 | -0.4% | -1% | 1 | 11% | 1% | 8% | -2.4% | i | 1.9 | 5%
Cc1ccccc1C1=NC(C(F)(F)F)(C(F)(F)F)c2c(n(-c3ccc(F)cc3)c(=O)[nH]c2=O)N1 | -1.8% | -4% | 1 | -1% | -31% | 0% | -5.2% | i | 0.8 | 7%

Next section; the last two above are carried over.
SMILES | CSM14.1 death rescue | LYP phosphatase | TNAP activation fold | human PMI inhibitors | P. falciparum M17LAP | human PMI inhibition | XIAP displacement | Myeloid diff 2 | Myeloid diff 2 GFP+ MAC1+ % | M1AAP inhibition
CO/N=C\CC(=O)Nc1ccc(F)cc1 | -0.4% | -1% | 1 | 11% | 1% | 8% | -2.4% | i | 1.9 | 5%
Cc1ccccc1C1=NC(C(F)(F)F)(C(F)(F)F)c2c(n(-c3ccc(F)cc3)c(=O)[nH]c2=O)N1 | -1.8% | -4% | 1 | -1% | -31% | 0% | -5.2% | i | 0.8 | 7%
O=C(NCCc1c[nH]c2ccccc12)/C(=C\c1cccs1)NC(=O)c1ccccc1 | -1.8% | -5% | 1 | 14% | 0% | 13% | -2.9% | i | 0.6 | 17%
CCOC(=O)C1C(=O)NC(c2ccccc2)=NC1c1ccc(Br)cc1 (stereo not drawn) | -0.8% | -4% | 1.1 | 3% | 8% | -4% | -6.9% | i | 0.2 | -3%
Nc1ccc2c(c1)Nc1ccccc1CC2 | -1.9% | 0% | 1.1 | 37% | · | 30% | -4.1% | + | 0.6* | ·
COCc1cc(C)nc(SCC[N+](C)(C)CC(=O)Nc2cccc(C(F)(F)F)c2)c1C#N | 0.3% | -4% | 1 | 1% | 15% | 0% | -3.6% | i | 0.3 | -2%
O=C(OCn1ncc(Br)c(Br)c1=O)c1c(F)cccc1F | -3.8% | -7% | 1 | -10% | 2% | -5% | -13% | · | · | 0%
COC(=O)c1ccc(S(=O)(=O)NCc2ccc(S(N)(=O)=O)cc2)o1 | · | -7% | · | · | 4% | · | · | i | 1.2 | 6%
Fc1ccccc1Cc1noc(CN(Cc2ccccn2)CC2CCCO2)n1 (stereo not drawn) | 1.2% | -8% | 1.1 | -2% | 5% | 3% | -7.1% | i | 0.3 | 1%
CC(=O)Nc1ccc(C(=O)OCC(=O)Nc2ccc(N3CCOCC3)cc2)cc1 | -1.2% | 2% | 1.1 | 8% | -3% | -4% | -1.9% | i | 0.8 | 0%
COC(=O)c1ccc(Cn2nnc3ccccc32)cc1 | · | -11% | · | · | 10% | · | · | i | 0.7 | 0%
COc1ccc(CCNC(=O)CN(c2cc([N+](=O)[O-])ccc2OC)S(C)(=O)=O)cc1 | -0.6% | -2% | 1.1 | -10% | 15% | -4% | -4.8% | i | 0.2 | 0%
Clc1ccc(-c2nc3ccccn3c2CN2CCSCC2)cc1 | -0.8% | -5% | 1.1 | 0% | 2% | 11% | -5.7% | i | 0.3 | 0%
CCOC(=O)c1cc2c(=O)n3ccccc3nc2n(CCOC)c1=NC(=O)C(C)(C)C | 2.0% | -29% | 1.1 | -9% | -357% | -9% | -1.2% | i | 1.0 | 17%
CCN1CCN(C(c2cccs2)C(C)NC(=O)c2c(F)cccc2F)CC1 (stereo not drawn) | -8.6% | -3% | 1.1 | -1% | -8% | 3% | -7.3% | i | 1.6 | -5%
O=C(CCN1C(=O)C2C3C=CC(C3)C2C1=O)NCCc1ccccc1 (stereo not drawn) | -0.5% | -1% | 1 | 3% | 8% | 2% | -5.5% | i | 0.8 | 4%
COc1ccccc1-c1ccc(Nc2ccc(C(=O)N3CCOCC3)cc2)nn1 | -1.8% | -3% | 1 | 8% | 1% | 6% | -9.9% | i | 0.9 | 5%
C/C(=N\NC(=O)c1cc(C)oc1C)c1ccc2c(c1)OCO2 | · | 3% | 1.1 | -8% | 1% | -8% | -11% | i | 0.0 | 6%
CCOC(=O)NC(NCCc1ccccc1)(C(F)(F)F)C(F)(F)F | -3.0% | 4% | 1.1 | -1% | -8% | 0% | -2.7% | i | 14 | -3%
O=C(Nc1nccs1)c1cc(S(=O)(=O)N2CCCCC2)ccc1Cl | -3.0% | -6% | 1.1 | 2% | 2% | 0% | -2.8% | i | 1.0 | 0%
CC(NC(=O)Nc1ccc(Cl)cc1)C(c1cccs1)N1CCOCC1 (stereo not drawn) | -1.3% | -3% | 1.1 | 10% | -19% | 5% | -1.1% | i | 1.9 | 1%
COc1cccc2sc(NN)nc12 | -2.6% | -3% | 1 | -31% | -4% | -48% | -5.0% | i | 0.6 | 9%

Quoted from the listing:
LYP phosphatase with COc1cccc2sc(NN)nc12 is entered as -3%
P. falciparum M17LAP with CCN1CCN(C(c2cccs2)C(C)NC(=O)c2c(F)cccc2F)CC1 (stereo not drawn) is entered as -8%

Next part.
SMILES | CSM14.1 death rescue | LYP phosphatase | TNAP activation fold | human PMI inhibitors | P. falciparum M17LAP | human PMI inhibition | XIAP displacement | Myeloid diff 2 | Myeloid diff 2 GFP+ MAC1+ % | M1AAP inhibition
S=c1[nH]nc(COc2ccccc2)n1/N=C/C=C/c1ccco1 | · | -2% | · | · | 2% | · | · | i | 0.2 | 6%
OCCCN1CCN(CCCOc2ccccc2-c2ccccc2)CC1 | 1.3% | 3% | 1 | -23% | 1% | -18% | -3.2% | i | 1.4 | -5%
O=S(=O)(Nc1cc(C(F)(F)F)ccc1N1CCOCC1)c1ccccc1 | · | -4% | · | · | 1% | · | · | i | 0.8 | 3%
O=C(c1ccc(F)cc1)N(Cc1ccccc1)C1CCS(=O)(=O)C1 (stereo not drawn) | -1.7% | -3% | 1 | 8% | -1% | -4% | -6.6% | i | 0.8 | -4%
COC(=O)c1ccc(C2C(C#N)=C(N)Oc3cc(C)n(C)c(=O)c32)cc1 (stereo not drawn) | -1.2% | -6% | 1.1 | -1% | 1% | 6% | 1.2% | i | 1.1 | -2%
Clc1cc(Sc2ccc(Br)cc2)nnc1-c1ccccc1 | -0.9% | 0% | 1 | 4% | -8% | 13% | -3.4% | i | 0.9 | -3%
O=C(NC(Cc1ccccc1)c1ccc2c(c1)OCCCO2)c1ccc(F)cc1 (stereo not drawn) | -1.4% | -9% | 1.2 | 2% | 16% | 1% | -15% | i | 7.7 | 1%
CC(C)(C)NC(=S)NCCc1ccccc1 | -1.9% | 2% | 1 | 6% | 4% | 8% | -0.3% | i | 0.7 | 0%
CCOC(=O)/C=c1\s/c(=C(\C#N)C(=O)NC)n(-c2ccccc2)c1=O | -0.8% | 5% | 1 | -6% | -6% | -4% | -4.3% | ? | · | -8%
CCOc1cc(-c2c(C#N)c(N)nc3c2CCc2ccccc2-3)ccc1O | 1.1% | 0% | 1 | 14% | -7% | 15% | -5.9% | i | 0.7 | 4%
COc1cccc(CC(NC(C)=O)C(=O)NC2CCN(S(=O)(=O)c3ccc4ccccc4c3)CC2)c1 (stereo not drawn) | 5.7% | -7% | 1 | -3% | -3% | -3% | -2.2% | i | 5.5 | -4%

Screening data: PubChem, several laboratories
